NCI-60 one-dose screen, 48 h, at 10 µM unless noted. Numbers give growth in % (100 = growth as untreated, 0 = no growth, -100 = all killed).
IGROV1: IGROV1 ovarian cancer; AID 1794786; 79,000 compounds, 4.7% hits
UO-31: UO-31 renal cancer; 81,000 compounds, 5.2% hits
NCI/ADR-RES: NCI/ADR-RES ovarian cells. 81,000 compounds, 4.4% hits. AID 1794790
TK-10: TK-10 renal cancer cells. AID 1794769. 81,000 compounds, 3.9% hits
CAKI-1: CAKI-1 renal cancer; 75,000 compounds, 4.7% hits
SN12C: SN12C renal cancer cells. 81,000 compounds, 3.8% hits
ACHN: ACHN renal cancer | 81,000 compounds, 4.9% hits | AID 1794771
786-0: 786-0 renal cancer cells; 81,000 compounds, 5.1% hits; AID 1794775
The depositor's hits bear a star; x = not tested or not shown; & = joins results of further samples. Rule for the calls: active = growth percent below 10; inactive = the rest. Hits appear at their usual frequency. Share with any hit: about 9.3%.

SMILES	IGROV1	UO-31	NCI/ADR-RES	TK-10	CAKI-1	SN12C	ACHN	786-0
c1ccc2c(c1)Nc1cc3ccccc3cc1O2	96	70	97	116	89	91	100	109
CCN1C(=S)N(CC)C2C1N=C(SC)N2/N=C/C=C/c1ccccc1 (configuration not stated)	98	83	92	118	87	89	92	95
Nc1c(C(=O)Nc2ccc(Cl)cc2)sc2nc3c(cc12)C(=O)CCC3	115	88	105	123	85	96	110	97
N#CC1C(=O)NC(=O)C(C#N)C12CCCC(C(F)(F)F)C2 (configuration not stated)	117	85	113	112	100	98	101	105
O=C1NC(c2ccccc2)(c2ccccc2)C(=O)N1CCN1C(=O)c2ccccc2C1=O	124	80	104	116	88	107	97	106
CCOc1ccc2nc(C)cc(Nc3ccc(N(C)C)cc3)c2c1	89	48	96	81	82	84	79	93
Nc1[nH]c2cc(Cl)ccc2c(=O)c1-c1ccccc1	34	72	105	127	99	102	109	105
Cc1nc(C)c(CSC2N=C(c3ccc(Br)cc3)c3cnn(-c4ccccc4)c3N2)nc1C (configuration not stated)	87	73	93	116	83	95	97	100
O=[N+]([O-])c1cccc(-c2nc3sccn3c2-c2ccnc(NCCNS(=O)(=O)c3ccc(Br)cc3)n2)c1	47	32	52	74	49	46	41	66
Oc1cccnc1I	106	80	104	106	97	98	100	103
COc1ccc(Cl)cc1/C=C/C=Nc1ccccc1O	93	72	90	132	93	76	90	114
Clc1ccc2c(NCCCCNc3nc(N4CCCCC4)nc4ccccc34)ccnc2c1	21	-56*	19	-59*	x	20	-44*	-90*
O=C(c1ccccc1)c1c(/C=C/c2ccccc2)nc2ccccc2c1/C=C/c1ccc(Br)cc1	103	68	102	107	81	93	97	100
c1csc(-c2nn[nH]n2)c1	106	93	100	91	x	106	107	93
CCCCCCCCN(CCCCCCCC)CC(O)c1cc(C)c2ccc3cc(C(C)C)ccc3c2c1 (configuration not stated)	105	75	102	105	96	101	97	106
COc1ccc2c(c1)C(CC(=O)NN)CCC2 (configuration not stated)	x	x	108	99	91	104	100	109
CNC1=C([N+](=O)[O-])C(c2ccccc2Cl)C(C#N)=C(c2cccs2)O1 (configuration not stated)	107	84	103	106	94	102	107	106
O=C(O)c1ccccc1S(=O)(=O)O	100	91	110	101	103	107	111	102
Cc1ccccc1-n1c(C)nc2cc(NC(=O)c3ccccc3)ccc2c1=O	114	98	95	76	96	85	87	101
COC(=O)c1cccc([N+](=O)[O-])c1C(=O)OC	128	97	100	127	93	101	103	106

Entries of single compounds, looked up by structure. Order of values: IGROV1, UO-31, NCI/ADR-RES, TK-10, CAKI-1, SN12C, ACHN, 786-0
CCOc1ccc2nc(C)cc(Nc3ccc(N(C)C)cc3)c2c1 is listed as 89, 48, 96, 81, 82, 84, 79, 93
CCCCCCCCN(CCCCCCCC)CC(O)c1cc(C)c2ccc3cc(C(C)C)ccc3c2c1 (configuration not stated) is listed as 105, 75, 102, 105, 96, 101, 97, 106
Clc1ccc2c(NCCCCNc3nc(N4CCCCC4)nc4ccccc34)ccnc2c1 is listed as 21, -56*, 19, -59*, x, 20, -44*, -90*
O=C(O)c1ccccc1S(=O)(=O)O is listed as 100, 91, 110, 101, 103, 107, 111, 102
CCN1C(=S)N(CC)C2C1N=C(SC)N2/N=C/C=C/c1ccccc1 (configuration not stated) is listed as 98, 83, 92, 118, 87, 89, 92, 95

Part of the list above in order of SMILES length, descending:
SMILES	IGROV1	UO-31	NCI/ADR-RES	TK-10	CAKI-1	SN12C	ACHN	786-0
O=[N+]([O-])c1cccc(-c2nc3sccn3c2-c2ccnc(NCCNS(=O)(=O)c3ccc(Br)cc3)n2)c1	47	32	52	74	49	46	41	66
Cc1nc(C)c(CSC2N=C(c3ccc(Br)cc3)c3cnn(-c4ccccc4)c3N2)nc1C (configuration not stated)	87	73	93	116	83	95	97	100
Clc1ccc2c(NCCCCNc3nc(N4CCCCC4)nc4ccccc34)ccnc2c1	21	-56*	19	-59*	x	20	-44*	-90*
CCOc1ccc2nc(C)cc(Nc3ccc(N(C)C)cc3)c2c1	89	48	96	81	82	84	79	93
Nc1[nH]c2cc(Cl)ccc2c(=O)c1-c1ccccc1	34	72	105	127	99	102	109	105
COc1ccc2c(c1)C(CC(=O)NN)CCC2 (configuration not stated)	x	x	108	99	91	104	100	109

Next entries follow.
SMILES	IGROV1	UO-31	NCI/ADR-RES	TK-10	CAKI-1	SN12C	ACHN	786-0
CCCCCCCCCCCCCCCCNC(=O)Nc1ccc(Cc2ccc(NC(=O)NCCCCCCCCCCCCCCCC)cc2)cc1	99	80	105	106	102	94	95	109
CCCS(=O)(=O)Oc1ccc2c3c(c(=O)oc2c1)CCCCCC3	93	83	74	127	81	88	90	100
Cc1ccc(C2Nc3nc(-c4cccnc4)nn3C(N)=C2C#N)cc1 (configuration not stated)	108	84	96	106	75	97	x	96
CC(C)[C@H]1C(=O)O[C@H](C(C)C)C(=O)N1C	88	78	88	86	x	69	89	97
O=C1[C@H]2Cc3c([nH]c4ccccc34)[C@@H](c3c(Cl)cccc3Cl)N2C(=O)CN1C1CCN(Cc2c(Cl)cccc2Cl)CC1	87	66	94	97	64	92	89	103
CCCCCCCC/C=C\CCCCCCCCOc1ccc(CC(=O)NCC[N+](C)(C)C)cc1	6.3*	93	94	25	45	50	61	60
CC1(c2ccc(-c3ccccc3)cc2)NC(=O)NC1=O (configuration not stated)	103	76	99	107	100	98	93	107
COc1cccc(-c2cc(=O)oc3cc(O)ccc23)c1	87	79	95	103	84	84	88	95
NCCOc1ncccc1/C=C1\c2ccccc2-c2ccc(C(F)F)cc21	32	31	57	87	36	17	4.8*	56
CCN(CC)CCOC(=O)C(C1CCCCC1)C1(O)CCCCCC1 (configuration not stated)	96	92	89	93	97	100	103	85
Nc1nc(N)c(-c2nc3ccccc3s2)c(CCCO)n1	101	89	104	109	99	104	103	105
CC1(C)CC(=O)c2cc3c(N)c(C(=O)NCc4ccccc4)sc3nc2C1	107	111	93	107	110	99	103	109
Cc1cc(C(O)(c2ccccc2)C(O)(c2ccccc2)c2ccc(-c3ccccc3)c(C)c2)ccc1-c1ccccc1 (configuration not stated)	87	87	63	83	75	87	97	90
CS(=O)(=O)c1ccc([C@@H](O)[C@H](CF)NC(=O)C(Cl)Cl)cc1	91	88	97	137	87	91	91	105
COc1ccc2cc(-c3cn(CCCCCc4ccc(/C=C/C(=O)c5cc(Cl)ccc5O)cc4OC)nn3)ccc2c1	x	x	93	111	92	91	114	101
COC(=O)C(CCSc1ccccc1)C(=O)OC	106	89	113	104	103	92	107	100
c1ccc(CNc2ccc3c(OCc4ccccc4)nc(N4CCOCC4)nc3c2)cc1	106	94	102	108	94	112	103	97
O=C(c1ccc(Nc2ccc3c(c2)OCO3)c([N+](=O)[O-])c1)N1CCOCC1	98	88	104	111	88	89	106	78
CN1CCN(c2ccc(NC3=CC(=O)c4ncncc4C3=O)cc2)CC1	-87*	-98*	-20*	-82*	-96*	-76*	-96*	-51*
NC1N=C(SCC(=O)N2CCN(c3cc4c(cc3F)c(=O)c(C(=O)O)cn4C3CC3)CC2)NC(=O)/C1=C/c1ccccc1 (configuration not stated)	105	83	105	113	89	96	102	101
Cn1c(=O)c2c(nc(C3CC4C5CCC(C5)C4C3)n2C)n(C)c1=O (configuration not stated)	102	99	95	108	74	98	107	98
O=C(O)CCC(=O)/C=C/c1ccccc1O	111	87	114	107	94	92	101	105
COC(=O)C1=NNC(=S)N(c2cc(C)[nH]n2)C(=O)C1	100	76	99	114	92	96	107	97
CCn1cc(Nc2ncc3nnn(-c4ccc(C(=O)OC)cc4)c3n2)cn1	117	90	109	94	98	98	99	107
COC(=O)c1cc(CN2CCCCC2)cc(OC(=O)c2cc(OC)c(OC)c(OC)c2)c1	x	76	102	97	84	108	107	101
CNc1ccc(CSc2ccc(C)cc2)cc1	79	24	92	86	73	29	108	32
COc1ccc(NC(=S)Nc2ccc(NCc3nc4sc5c(c4c(=O)[nH]3)CCCC5)cc2)cc1	99	83	96	137	98	99	96	103
COc1ccc(CCNc2nc(SC)nc(-c3cccc([N+](=O)[O-])c3)c2C#N)cc1OC	95	85	68	112	78	84	72	93
Cc1c(C(=O)C(SC(=S)N2CCOCC2)SC(=S)N2CCOCC2)nnn1-c1ccc(Cl)cc1	98	81	111	115	90	95	100	101
Cc1nc2cc(O)c(O)cc2cc1Oc1ccc(NC(=O)c2ccc(Cl)c(Cl)c2)cc1	105	89	95	97	74	93	96	108
Cc1ccc(Cl)cc1NC(=O)N(C)CCO	93	76	112	126	x	105	103	109
COc1ccc(N=Nc2c(N)nn3c(-c4ccc(Cl)cc4)ccnc23)cc1	106	85	99	138	88	95	101	99
FC(F)(F)c1[nH]ncc1-c1nc2ccc3n[nH]c(C#Cc4cccnc4)c3c2c2c1CCCC2	18	20	72	46	-7.0*	38	23	31
CNC(=O)c1cc(Oc2ccc3nc(NC(=O)c4cccc(C(F)(F)F)c4)sc3c2)ccn1	107	99	101	116	94	96	102	97
COc1ccc(/C(=C\c2ccccc2)C(=O)O)cc1	93&135	85&88	102&103	112&110	92&92	102&113	93&101	103&112
CCCC(=O)c1cc(-c2cc(C(=O)CCC)nc(N)n2)nc(N)n1	105	x	107	94	88	101	99	105
CC1(C)CC(=O)C(Cn2c(-c3ccccc3)nc3ccccc32)C(=O)C1	100	90	103	110	97	100	103	100
O=S(=O)(Nc1ccc(Cl)nn1)c1ccc(NC2=NC3C=CC=CC3S2)cc1 (configuration not stated)	75	65	101	154	68	97	96	112
Nc1c(N=Nc2ccc(-c3ccc(N=Nc4cc(S(=O)(=O)O)c5ccccc5c4O)cc3)cc2)cc(S(=O)(=O)O)c2ccccc12	82	63	110	97	103	117	110	111
COC(=O)C(CO)NC(c1ccccc1)(c1ccccc1)c1ccccc1 (configuration not stated)	104	91	97	107	70	97	99	91
Cc1cccc(C(=O)O)c1	144	x	108	107	115	101	92	x
COc1cccc(-c2nc3occn3c2-c2ccnc(NCCNS(=O)(=O)c3ccc(C)cc3)n2)c1	78	74	100	116	87	96	92	103
CC(=O)/C(=C/c1cccc(F)c1)c1ccccc1	109	97	110	x	107	102	97	109
O=C(C[n+]1ccn(CC(OCc2ccc(Cl)cc2Cl)c2ccc(Cl)cc2Cl)c1)c1ccc(F)cc1 (configuration not stated)	x	84	103	-46*	80	-94*	27	-94*
Clc1cccc(N/N=C/c2c[nH]c3ccccc23)n1	-4.9*	10	-4.4*	72	36	17	45	14
COc1cc(-c2nc3ccc(-c4nnc(SCC(=O)Nc5ccc(Br)cc5)o4)cc3[nH]2)cc(OC)c1OC	95	81	95	110	89	96	74	95
COc1ccc(C(=O)C[n+]2cccc3c4ccccc4ccc32)cc1OC	102	86	106	104	96	90	103	95
O=c1c2ccccc2oc2cc(Br)ccc12	89	68	104	101	x	105	105	102
C=C(C)[C@@H]1CC[C@]2(COP(=O)(OCC)OCC)CC[C@]3(C)[C@H](CC[C@@H]4[C@@]5(C)CCCNC(C)(C)[C@@H]5CC[C@]43C)[C@@H]12	6.7*	31	28	59	29	47	59	36
O=C1c2nsnc2C(=O)c2c(F)c(F)c(F)c(F)c21	-23*	-87*	-17*	-99*	-76*	-95*	-97*	-97*
COc1cc(C(=O)CBr)c(OC)cc1C	112	99	108	106	97	100	115	102
COc1ccc(-n2c(SCc3cn(-c4ccccc4)nn3)nc3ccccc3c2=O)cc1	94	71	100	100	x	98	99	106
Cc1ccc(-c2nc3ccc(Cl)cc3c3nncn23)cc1	60	76	76	39	66	67	59	79
Nc1nc(=O)[nH]c2ccc(C(=O)c3ccccc3)cc12	130	97	107	99	128	96	105	101
Cn1cc(-c2ncnc3ccc(-c4cnc(Cl)c(NS(C)(=O)=O)c4)cc23)c2ccccc21	-24*	-5.3*	21	-1.3*	11	22	13	12
CC(=O)Nc1ccc(/C=N\NC(=O)N/N=C/c2ccc(NC(C)=O)cc2)cc1	107	77	104	113	102	95	100	111
Cc1c([N+](=O)[O-])ccc2ccccc12	107	76	107	125	91	93	96	107
Cc1ccc(-c2cc(-c3cccc(OCC(=O)O)c3)[nH]c(=O)c2C#N)cc1	111	88	106	95	92	90	110	100
CCOC(=O)/C=C1/SC(N2CCCCC2)C(=O)N1CC (configuration not stated)	68	81	83	120	88	103	105	99
COc1cc(/C=N/Nc2ccccc2F)cc(OC)c1OC	86	69	100	157	51	97	81	90

Later entries
SMILES	IGROV1	UO-31	NCI/ADR-RES	TK-10	CAKI-1	SN12C	ACHN	786-0
NC(=S)N1N=C(c2ccc3c(c2)OCO3)CC1c1ccc(F)cc1 (configuration not stated)	40	26	90	79	63	77	94	72
CC[C@H](CC[C@@H](C)[C@H]1CC[C@H]2[C@@H]3/C(=C/c4ccccn4)C(=O)C4=CC(=O)CC[C@]4(C)[C@H]3CC[C@]12C)C(C)C	113	92	103	111	94	92	102	108
Cc1cc(Oc2cnc(=O)[nH]c2)cs1	103	87	102	105	100	102	105	100
Cc1nc(N)nc(Nc2ccc(CCO)cc2)c1Br	102	93	101	94	94	98	98	102
N#CC1=C(n2cccc2)OC2=C(C(=O)CCC2)C1c1cccs1 (configuration not stated)	84	82	86	100	68	85	79	103
CCOC(=O)C(Br)C(Br)c1ccccc1 (configuration not stated)	91	71	95	98	83	99	93	97
Cc1cccc(C)c1NC(=O)N/N=C/c1c[nH]c2ccccc12	106	80	90	127	87	94	94	112
Nc1c(Br)cc(O)c2c1C(=O)c1ccccc1C2=O	56	85	90	91	84	81	97	106
CN(Cc1ccccc1)c1nc(Cl)c(C2CC(c3ccccc3)=NN2c2cc(Cl)cc(Cl)c2)s1 (configuration not stated)	98	85	102	110	75	104	106	93

High-throughput results deposited in PubChem BioAssay by NCI.
